Candida biofilm – kills Candida albicans biofilms; C. albicans biofilm + clotrimazole, Alamar Blue; inhibition, % at 6 µM; 85,000 compounds, 0.14% hits; AID 834;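 active = inhibition above 20%; inactive = inhibition below 20%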;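 note: preformed 24 hr biofilms exposed to compound for 48 hr; 0% = biofilm without compound and 100% = blank killed by clotrimazole plus chlorhexidine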
HUVEC tox TNFa – toxic to HUVEC cells under TNF alpha stimulation | HUVEC TNFalpha-stimulated, Hoechst cell count, imaging | cell count reduction, % at 2 µM | 93,000 compounds, 0.17% hits | AID 848;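 active = cell count reduction exceeding the screen mean by over 5 SD, scaled to untreated wells per plate, cut at about 78% in these data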;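 note: cells counted after 24 h of TNF alpha exposure following the 1 h pretreatment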
DAT uptake mod – changed human dopamine transporter uptake under cocaine IC80 | 110,000 compounds, 1.3% hits | AID 449768 | B-score at 10 µM | Q01959 | LLC-PK1 hDAT cells, [14C]-dopamine uptake with cocaine IC80; actives deviate in either direction;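 active = Z score or B-score, a plate-position-corrected score, falls beyond the plate's 99.7% confidence bounds, in either direction; inactive = both scores lie inside the 99.7% bounds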;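 note: scored against the spread of the other compound wells on the same plate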
F-actin modifier – cytoskeleton assembly modification | inhibition, % at 2 µM | HUVEC TNFa F-actin phalloidin imaging, high content | 91,000 compounds, 0.18% hits;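 active = inhibition above the batch mean plus 3 SD and confirmed as a hit by visual image inspection, cut at about 30% in these data, passing the limit was not always enough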; note: strong numbers were not always called active
LYP inh 2 – blocks human PTPN22 phosphatase activity. AID 640. Q9Y2R2. recombinant LYP catalytic domain, DiFMUP fluorescence. inhibition, % at 2 µM. 96,000 compounds, 0.21% hits;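 active = inhibition at 2 µM at or above a set limit, the screen mean plus 3 SD, cut at about 24% in these data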;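 note: 0% = DMSO with enzyme and 100% = enzyme fully blocked by orthovanadate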
Target sequence (Q9Y2R2 whole entry, looked up, the tested form may be a part): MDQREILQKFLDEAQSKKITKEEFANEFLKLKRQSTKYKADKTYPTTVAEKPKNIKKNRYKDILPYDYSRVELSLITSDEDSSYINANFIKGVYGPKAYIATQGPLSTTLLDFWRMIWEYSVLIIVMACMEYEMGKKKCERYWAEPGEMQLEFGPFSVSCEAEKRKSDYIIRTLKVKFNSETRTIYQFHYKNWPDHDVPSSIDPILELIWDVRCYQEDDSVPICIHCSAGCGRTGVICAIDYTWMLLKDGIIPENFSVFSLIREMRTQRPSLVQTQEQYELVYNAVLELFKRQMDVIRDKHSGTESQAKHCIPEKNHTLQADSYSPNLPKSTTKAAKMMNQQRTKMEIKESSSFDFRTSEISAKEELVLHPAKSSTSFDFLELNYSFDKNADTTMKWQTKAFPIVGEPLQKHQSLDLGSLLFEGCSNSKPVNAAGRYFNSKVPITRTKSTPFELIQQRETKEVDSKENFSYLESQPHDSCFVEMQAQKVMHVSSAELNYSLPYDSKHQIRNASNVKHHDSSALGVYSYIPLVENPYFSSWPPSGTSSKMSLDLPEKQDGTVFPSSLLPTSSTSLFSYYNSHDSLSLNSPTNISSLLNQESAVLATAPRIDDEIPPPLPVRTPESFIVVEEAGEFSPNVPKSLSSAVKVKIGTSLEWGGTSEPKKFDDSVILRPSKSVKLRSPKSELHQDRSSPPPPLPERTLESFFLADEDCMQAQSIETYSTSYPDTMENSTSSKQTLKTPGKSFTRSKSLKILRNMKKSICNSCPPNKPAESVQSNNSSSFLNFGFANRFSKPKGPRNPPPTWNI
VCAM1 TNFa inh – reduces TNF alpha induced VCAM1 expression in HUVEC; HUVEC TNFa-induced VCAM-1 immunofluorescence, high-content imaging; inhibition, % at 2 µM; 95,000 compounds, 0.48% hits; AID 802;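 active = inhibition above the batch mean plus 3 SD, with images confirmed as a hit by eye, cut at about 37% in these data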;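 note: 0% = TNF-stimulated DMSO wells and 100% = unstimulated control wells; not every result past the cut was called active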
MT1-MMP txn act – MT1-MMP promoter transcription activation; HT1080 MT1-MMP promoter luciferase reporter, luminescence, overnight; active compounds read high; activation factor at 10 µM; 86,000 compounds, 0.16% hits; AID 750;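 active = activation factor of at least 2 for MT1-MMP transcription at 10 µM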
IL1B cytotox – toxic to HUVEC cells under IL-1B stimulation | HUVEC cell count loss, Hoechst imaging, IL-1B stimulated | cell count reduction, % at 2 µM | 94,000 compounds, 0.41% hits;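 active = cell count reduction more than 3 SD above the screen-wide mean, cut at about 70% in these data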;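 note: normalized per plate to untreated control cells as the no-loss baseline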
Smad3 FoxH1 inh – Smad3 (human) transcription factor binding inhibition; inhibition, % at 25 µM; 88,000 compounds, 0.29% hits; TR-FRET Smad3/Dy647-FoxH1 peptide binding, europium anti-His;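 active = compounds that reduce the energy-transfer binding signal between the protein and its labelled peptide by more than half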;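 note: 0% = Smad3 plus labelled peptide maximal FRET and 100% = peptide-only background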
An asterisk follows results filed as active; x = no result given; [ ] = remark or other dose. This is a subset, so the mix of outcomes need not match the whole.

SMILES	Candida biofilm	HUVEC tox TNFa	DAT uptake mod	F-actin modifier	LYP inh 2	VCAM1 TNFa inh	MT1-MMP txn act	IL1B cytotox	Smad3 FoxH1 inh
COC(=O)c1ccc(CSc2nc3ccccc3o2)cc1	4	-22	-0.85	-5	-3	2	0.7	-15	7
Cc1cccc(N2CCN(S(=O)(=O)c3ccc4c(c3)CCN4C(=O)CCC(=O)O)CC2C)c1 (stereo unspecified)	13	4	-0.048	-2	3	-19	x	0	1
Cc1ccc2c(c1)nnn2C1CCN(S(=O)(=O)c2ccc(C(=O)NC3CCCC3)cc2)CC1	-1	x	0.42	x	x	x	1	x	-3
Cc1cccc(OCC(O)CNC(=O)c2ccccc2C(=O)O)c1 (stereo unspecified)	x	9	-1	20	1	-2	x	35	x
O=C(CSc1nnc(CNc2cccc(C(F)(F)F)c2)n1Cc1ccco1)NCc1ccco1	6	-4	-0.31	-40	-6	-6	1.3	-38	16[fluorescence artefact?]
Cc1nc(-c2cn[nH]c2)c2cc(C)oc2n1	5	-18	0.042	-30	-1	-6	1.2	-1	8
CCOC(=O)C1CN(S(=O)(=O)c2ccc(OC)cc2)c2cc(CC(=O)OC)ccc2O1 (stereo unspecified)	x	-23	-0.16	0	13	-17	x	7	x
COc1cc(NC(=O)COC(=O)c2nc3nc(C)cc(C)n3n2)cc(OC)c1	-1	6	-0.0084	-28	6	6	1	-5	-8
O=C(Nc1cccnc1)c1noc2c1CCCC2	2	x	1.5	x	x	x	1.4	x	-2
CCNC(=O)c1c(N)sc2c1CCCCC2	3	-12	0.15	-38	0	-1	1.1	-12	3
NNC(=O)COc1ncn(-c2ccccc2)n1	4	0	0.027	-1	-17	3	x	-18	1
CCc1ccc(CCC(=O)Nc2nc(CC(C)=O)ns2)o1	5	-21	-0.44	-6	-9	-40	1.2	-33	2
CCCn1cnc2cc(NCc3ccccn3)ccc21	3	-8	0.48	1	4	4	1.3	-12	-12
CCCn1cnc2c(=O)oc3ccccc3c21	-3	-20	0.78	8	1	8	1.3	4	-2
CCOc1ccc(-c2cn[nH]c2N)cc1	7	-6	0.19	0	-5	0	x	7	13
CC1CCN(C(=S)c2ccc3c(c2)OCO3)CC1	-4	-18	0.065	12	1	-8	1.1	-34	1
CC(C)CNc1nc(Oc2ccc(=O)n(C)n2)nc(N2CCOCC2)n1	-3	-8	x	-10	-9	0	1.3	-12	-12
O=C(O)/C=C\C(=O)Nc1ccccc1C(=O)N1CCN(c2ccc(Cl)cc2)CC1	x	8	0.67	-12	2	-1	x	-2	x
CCn1c(SCC(=O)Nc2cccc(C)n2)nnc1-c1ccco1	4	-26	0.35	-3	8	-10	1.2	-18	-3
CCCN(CCC)S(=O)(=O)c1ccc2c(c1)CCCN2C(C)=O	9	x	0.038	x	x	x	1	x	-9
Cc1cccc(C(=O)O/N=C(\N)c2cccc([N+](=O)[O-])c2)c1	x	x	-0.068	-7	-5	-31	x	16	x
Cc1[nH]nc2c1C(c1cccc(O)c1)C1=C(CC(C)(C)CC1=O)N2 (stereo unspecified)	2	14	0.021	6	9	-12	0.7	-5	-1
CCOC(=O)CCSc1nc(C)c2cc(C)c(C)cc2n1	8	-38	0.28	3	2	-24	1.2	-12	-6
COc1cccc(Oc2cn[nH]c2-c2ccc(O)cc2O)c1	2	-10	0.16	-17	8	10	1.2	9	10
O=C(OCc1ccc(Cl)cc1Cl)c1ccncc1	x	7	-1.3	-25	3	17	x	-24	x

(further entries)
SMILES	Candida biofilm	HUVEC tox TNFa	DAT uptake mod	F-actin modifier	LYP inh 2	VCAM1 TNFa inh	MT1-MMP txn act	IL1B cytotox	Smad3 FoxH1 inh
Cc1nc(-c2ccccc2)sc1-c1nc(-c2cccnc2)ncc1S(=O)(=O)c1ccccc1	x	-18	0.99	-19	6	-3	x	-47	x
CC(C)(C)OC(=O)N1CCCC(C(=O)CC#N)C1 (stereo unspecified)	11	-2	-1.7	-6	8	3	1.3	7	0
COc1cccc(NC(=O)N(CCCN2CCOCC2)C(C)c2cc3cccc(OC)c3o2)c1 (stereo unspecified)	-3	0	1.3	0	10	-10	1	19	5
Cc1ccc(-c2nc3ccccc3s2)cc1S(=O)(=O)N1CCOCC1	1	-17	-0.84	4	1	8	1.1	-7	-10
Fc1cccc(CN2CCN(c3ncccn3)CC2)c1	4	x	0.052	x	x	x	0.9	x	7
O=C(COC(=O)c1ccco1)NCC1CCCO1 (stereo unspecified)	-4	-10	0.058	-8	-2	3	1.2	2	-1
CCN(CC)CCN1C(=O)C(=O)/C(=C(/O)c2cccc(OC)c2)C1c1ccccn1 (stereo unspecified)	9	-22	-0.78	36	0	2	1.1	-2	2
Cc1ccc(-n2c(-c3ccccc3)nnc2-c2cccs2)cc1	5	-20	-0.0096	7	-9	-19	1.1	-44	-1
Cc1ccccc1-c1nc(CS(=O)(=O)CC(=O)Nc2cc(F)ccc2F)c(C)o1	16	x	-0.86	x	x	x	1.1	x	5
CCC(C)Sc1nc2c(c(=O)[nH]c(=O)n2C)n1CCc1ccccc1 (stereo unspecified)	12	-11	-0.41	8	-6	-16	1.4	22	4
CN(Cc1ccccc1)S(=O)(=O)c1ccc(NS(=O)(=O)Cc2ccccc2)cc1	5	-34	-0.29	8	2	24	1.1	8	5
CCOC(=O)c1cccc(NC(=O)CSc2nnc(-c3cccnc3)n2CC)c1	1	-44	2.2	14	-5	7	1	-20	-1
C=CCSc1nccc(-c2nn(-c3ccc(C)cc3)ccc2=O)n1	8	4	-0.1	-10	4	21	1	-14	2
O=C(Sc1nnnn1C1CCCCC1)c1cccs1	4	-10	-0.33	6	5	12	1	-6	0
CC(=O)Nc1nc2ccc(Br)cc2s1	5	-11	x	2	2	4	1.7	-4	11
O=C(CCc1ccc(S(=O)(=O)NC2CCCCC2)cc1)Nc1ccccc1	x	-55	-0.56	-7	0	-16	x	-3	x
COc1ccc(Br)cc1/C=N/NC(=O)c1ccc(COc2ccc3c(c2)CCC3)o1	x	3	1	x	7	8	x	-6	x
Cc1ccc(-c2nn(-c3ccccc3)cc2/C=N/NC(=O)c2ccc3c(c2)OCO3)cc1	x	-34	-0.049	0	8	2	x	-4	x
O=C(CSCCO)Nc1ccc(C23CC4CC(CC(C4)C2)C3)cc1	5	-22	0.64	11	-2	0	1	0	6[fluorescence artefact?]
CCOC(=O)C1=C(O)/C(=C\c2ccc(CNC(=O)C(=O)Nc3ccccc3)o2)N=C1C	2	-7	-0.91	-4	12	5	x	-14	1
COc1ccccc1NC(=O)Cn1cnc2c1c(=O)n(C)c(=O)n2C	10	-40	1.1	27	4	-2	1	-5	-1
CC(C)n1nnnc1SCC(=O)NCc1ccco1	4	-12	0.64	4	8	6	1.1	-29	-6
COC(=O)c1cc(OC)c(OC)cc1NC(=S)N1CCC(C(N)=O)CC1	-2	-3	0.76	-6	-10	11	1.2	0	-24
CCOC(=O)c1cn(CC)c2ccc(Br)cc2c1=O	9	-19	0.63	-17	-9	10	1.1	9	-2
CCOCCn1c(CN2CCC(Cc3ccccc3)CC2)nc2c1c(=O)n(C)c(=O)n2C	0	-2	x	-5	-22	17	1	2	-10

Copied from the results shown (13 entries):
SMILES	Candida biofilm	HUVEC tox TNFa	DAT uptake mod	F-actin modifier	LYP inh 2	VCAM1 TNFa inh	MT1-MMP txn act	IL1B cytotox	Smad3 FoxH1 inh
Cc1nc(-c2ccccc2)sc1-c1nc(-c2cccnc2)ncc1S(=O)(=O)c1ccccc1	x	-18	0.99	-19	6	-3	x	-47	x
CC(C)(C)OC(=O)N1CCCC(C(=O)CC#N)C1 (stereo unspecified)	11	-2	-1.7	-6	8	3	1.3	7	0
COc1cccc(NC(=O)N(CCCN2CCOCC2)C(C)c2cc3cccc(OC)c3o2)c1 (stereo unspecified)	-3	0	1.3	0	10	-10	1	19	5
Cc1ccc(-c2nc3ccccc3s2)cc1S(=O)(=O)N1CCOCC1	1	-17	-0.84	4	1	8	1.1	-7	-10
Fc1cccc(CN2CCN(c3ncccn3)CC2)c1	4	x	0.052	x	x	x	0.9	x	7
O=C(COC(=O)c1ccco1)NCC1CCCO1 (stereo unspecified)	-4	-10	0.058	-8	-2	3	1.2	2	-1
CCN(CC)CCN1C(=O)C(=O)/C(=C(/O)c2cccc(OC)c2)C1c1ccccn1 (stereo unspecified)	9	-22	-0.78	36	0	2	1.1	-2	2
Cc1ccc(-n2c(-c3ccccc3)nnc2-c2cccs2)cc1	5	-20	-0.0096	7	-9	-19	1.1	-44	-1
Cc1ccccc1-c1nc(CS(=O)(=O)CC(=O)Nc2cc(F)ccc2F)c(C)o1	16	x	-0.86	x	x	x	1.1	x	5
CCC(C)Sc1nc2c(c(=O)[nH]c(=O)n2C)n1CCc1ccccc1 (stereo unspecified)	12	-11	-0.41	8	-6	-16	1.4	22	4
CN(Cc1ccccc1)S(=O)(=O)c1ccc(NS(=O)(=O)Cc2ccccc2)cc1	5	-34	-0.29	8	2	24	1.1	8	5
CCOC(=O)c1cccc(NC(=O)CSc2nnc(-c3cccnc3)n2CC)c1	1	-44	2.2	14	-5	7	1	-20	-1
C=CCSc1nccc(-c2nn(-c3ccc(C)cc3)ccc2=O)n1	8	4	-0.1	-10	4	21	1	-14	2

New compounds follow
SMILES	Candida biofilm	HUVEC tox TNFa	DAT uptake mod	F-actin modifier	LYP inh 2	VCAM1 TNFa inh	MT1-MMP txn act	IL1B cytotox	Smad3 FoxH1 inh
N#CC1=C(N)Oc2c(oc(CO)cc2=O)C12C(=O)Nc1ccc(Cl)cc12 (stereo unspecified)	-1	x	-1.4	x	x	x	1.2	x	-4
CCOc1ccc(-c2nnn(CC(=O)NCc3ccco3)n2)cc1	9	-8	0.54	-27	12	11	1.1	15	-11
Cc1noc(C)c1S(=O)(=O)N1CCC2(CC1)OCCO2	8	95*	0.45	-14	-5	88*	1.1	-27	-1
CCOC(=O)N1CCC(N2CCN(S(=O)(=O)c3ccc(Cl)cc3)CC2)CC1	5	-1	0.2	x	-26	6	1.2	-3	-1
Nc1nc2ccccc2n1/N=C/c1ccc(Br)cc1	9	-6	0.031	2	-11	16	1.5	0	19[fluorescence artefact?]
CC(C)(C)NC(=O)Cn1cnc([N+](=O)[O-])n1	x	-17	0.12	-9	0	8	x	-7	x
CC(C)(C)NC(=O)C1CCN(C(=O)c2ccc(-c3ccccc3)cc2)CC1	15	-28	1.4	23	4	14	x	-40	-2
Cc1ccc(S(=O)(=O)N2CCN(C(=O)c3nn(C(C)C)c(=O)c4ccccc34)CC2)cc1C	-1	-13	-0.4	20	9	-15	1.2	11	4
Cc1ccc(N2C(=O)C(c3c(C)[nH]n(-c4ccccc4)c3=O)(C(F)(F)F)C3=C2CC(C)(C)CC3=O)cc1 (stereo unspecified)	0	-17	-5.1*	5	6	9	1.1	9	-8
COc1cc(OC)c(C2C(C#N)=C(N)OC3=C2C(=O)CC(C)C3)cc1OC (stereo unspecified)	6	-24	-1	-6	-5	9	1.2	-5	6
Cc1ccc(-c2noc(=O)n2CC(=O)Nc2ccc(S(=O)(=O)NC3CC3)cc2)cc1	3	-19	0.77	-12	3	-9	1.1	5	3
CCOCCCNC(=O)Cn1ncc2c(=O)oc3ccccc3c21	3	-10	1.3	3	-7	11	1.1	-13	8
CN1C(=O)COc2ccc(C(=O)c3oc4ccccc4c3-c3cnc4c(c3)COc3ccccc3-4)cc21	4	-1	1.8	-6	-1	17	1.1	-3	-21
O=C(c1ccccc1)N1CCCC(c2ccc(Cl)cc2)=N1	x	-7	-0.49	-36	17	8	x	-8	x
COc1ccc(C)cc1S(=O)(=O)N1CCN(S(=O)(=O)c2cc(C)ccc2OC)C(C)C1 (stereo unspecified)	0	-16	-1	-4	-10	3	1.1	-21	1
